HCV NS3 hel inh = inhibitors of HCV NS3 helicase, primary screen, biochemical, Cy5 molecular beacon fluorescence | 0.56% of 290,000 active | AID 1800, 2009 | Hepatitis C virus NS3 helicase | NS3 helicase DNA unwinding | inhibition, % at 10.9 µM;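 active means inhibition above the mean of all tested compounds plus 3 SD, set per campaign, cut at about 35% in these data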;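 further: 0% = DMSO wells and 100% = thioflavine S control wells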
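Control set: DMSO versus 110 µM thioflavine S; Material: NS3 helicase fragment of HCV; Measured by: Cy5 fluorescence at 0 and 60 min, beacon hairpin quenching; Read-out basis: percent inhibition from t60/t0 fluorescence ratio; Times: reaction time 60 min, 25 °C; Repeats: single replicate; Compound dosing: single dose, 10.9 µM nominal final, DMSO 0.8% final.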
FID counter = compounds displacing fluorescent DNA intercalator, primary screen, artefact control for HCV NS3 helicase inhibitor project, biochemical, FID fluorescence; DNA fluorescent intercalator displacement; inhibition, % at 7.9 µM; 0.17% of 290,000 active; in the data active means inhibition above about 37%;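 further: 0% = vehicle and 100% = reference compound; higher means more ethidium bromide displaced from hairpin DNA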
GPR7 antag = GPR7 receptor antagonists, primary screen, cell-based, fluorescence, single concentration; Neuropeptides B/W receptor type 1 (Homo sapiens), P48145; GPR7-expressing cells, fluorescence antagonist assay; inhibition, % at 4.4 µM; 1.1% of 290,000 active; AID 1861, 2009; in the data active means inhibition above about 16%, passing the limit was not always enough;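 further: cells stimulated with the agonist NPW; 0% = agonist with vehicle and 100% = vehicle without agonist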
Target sequence (P48145 whole entry, looked up): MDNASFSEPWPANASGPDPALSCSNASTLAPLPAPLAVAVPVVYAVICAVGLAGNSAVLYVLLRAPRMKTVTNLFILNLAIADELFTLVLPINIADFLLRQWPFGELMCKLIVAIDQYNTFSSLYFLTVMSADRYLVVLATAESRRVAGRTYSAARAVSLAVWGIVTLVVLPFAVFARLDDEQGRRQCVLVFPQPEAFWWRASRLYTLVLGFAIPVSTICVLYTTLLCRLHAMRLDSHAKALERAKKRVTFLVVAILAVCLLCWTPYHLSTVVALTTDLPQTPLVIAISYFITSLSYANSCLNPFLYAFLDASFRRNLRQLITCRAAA
IMP-1 inhibitor = IMP-1 metallo-beta-lactamase inhibitors, primary screen, biochemical, epi-absorbance readout, Pseudomonas aeruginosa enzyme | AID 1556, 2009 | metallo-beta-lactamase IMP-1 (Pseudomonas aeruginosa) | purified IMP-1, nitrocefin hydrolysis, epi-absorbance fluorescence | 0.45% of 290,000 active | inhibition, % at 5.6 µM;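 active means inhibition above the mean plus 3 SD of all compounds in the same screening run, cut at about 4.5% in these data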;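 further: 0% = IMP-1 with DMSO and 100% = DMSO wells lacking enzyme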
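System: purified recombinant IMP-1 beta-lactamase. Medium: Zinc- and detergent-supplemented HEPES buffer, pH 7.1. Compound: one 5.6 µM dose […]. Schedule: 15 min preincubation plus 25 min reaction at 25 °C. Technique: Epi-absorbance fluorescence, 480 nm excitation, 530 nm emission.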
V1R ag counter = agonists of human V1a receptor, primary screen, counter-screen for OXTR agonist project, fluorescence, CHO-V1R cells; activation, % at 3 µM; Vasopressin V1a receptor (Homo sapiens), P37288; 0.25% of 320,000 active; Fluo-8 calcium fluorescence, agonist mode; 0% DMSO, 100% 3 nM vasopressin;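 active means activation above the mean activation of all tested compounds plus 3 SD, per screening run, cut at about 20% in these data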;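 further: signal is peak over basal fluorescence ratio across a 100 second FLIPR read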
PHOSPHO1 inh = PubChem AID 1565 | 1.1% of 290,000 active | Phosphoethanolamine/phosphocholine phosphatase (Homo sapiens), Q8TCT1 | inhibition, % at 13.3 µM | recombinant PHOSPHO1, absorbance phosphatase assay; in the data active means inhibition above about 60%
Target sequence (Q8TCT1 whole entry, looked up): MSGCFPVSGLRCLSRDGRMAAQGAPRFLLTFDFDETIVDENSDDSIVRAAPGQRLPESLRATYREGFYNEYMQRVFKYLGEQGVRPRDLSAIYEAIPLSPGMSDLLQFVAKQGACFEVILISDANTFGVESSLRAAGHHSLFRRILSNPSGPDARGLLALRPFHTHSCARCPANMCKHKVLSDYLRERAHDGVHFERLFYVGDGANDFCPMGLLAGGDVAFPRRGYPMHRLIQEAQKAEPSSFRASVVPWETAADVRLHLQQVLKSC
OXTR agonist = human OXTR agonists, primary screen, fluorescence, CHO-OTR cells, Fluo-8 calcium; Oxytocin receptor (Homo sapiens), P30559; 0.32% of 320,000 active; Fluo-8 calcium fluorescence; normalized: DMSO 0%, oxytocin 100%; activation, % at 3 µM;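 active means activation above the mean of all tested compounds plus 3 SD, cutoff set per screening run, cut at about 20% in these data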;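 further: peak over basal fluorescence ratio from a 100 s FLIPR kinetic read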
Target sequence (P30559 whole entry, looked up): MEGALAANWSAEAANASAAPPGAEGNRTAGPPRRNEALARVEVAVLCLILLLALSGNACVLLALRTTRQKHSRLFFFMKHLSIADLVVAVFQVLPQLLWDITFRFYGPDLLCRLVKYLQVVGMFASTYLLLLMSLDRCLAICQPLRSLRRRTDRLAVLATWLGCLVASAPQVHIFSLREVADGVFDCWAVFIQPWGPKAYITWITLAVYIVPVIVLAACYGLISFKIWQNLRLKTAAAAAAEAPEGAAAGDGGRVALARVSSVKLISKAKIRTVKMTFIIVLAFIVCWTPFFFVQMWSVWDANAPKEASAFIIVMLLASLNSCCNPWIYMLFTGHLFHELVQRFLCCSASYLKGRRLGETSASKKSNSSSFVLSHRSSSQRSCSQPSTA
GalR3 antag = GalR3 antagonists in HEK293 cells, primary screen, cell-based, fluorescence readout | AID 651719, 2012 | 0.44% of 360,000 active | HEK293 GalR3-CNG cAMP membrane potential fluorescence; galR3 body fused to GalR1 C-terminus | inhibition, % at 3 µM | Galanin receptor type 3 (Homo sapiens), O60755;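 active means inhibition above the screen-wide average plus 3 SD, cut at about 13% in these data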;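 further: forskolin and galanin both at EC90 stimulate the cells; cAMP rise reported by CNG channel membrane potential dye signal; 0% = forskolin plus galanin with DMSO and 100% = forskolin alone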
VIM-2 inhibitor = VIM-2 metallo-beta-lactamase inhibitors, primary screen, biochemical, epi-absorbance readout, Pseudomonas aeruginosa enzyme. inhibition, % at 5.6 µM. 0.89% of 290,000 active. purified VIM-2, nitrocefin hydrolysis, epi-absorbance fluorescence;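 active means inhibition above the mean of all tested compounds plus 3 SD, cutoff set per screening run, cut at about 7.5% in these data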;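 further: red hydrolysis product quenches plate fluorescence so inhibitors raise well fluorescence; 0% = enzyme with DMSO and 100% = DMSO without enzyme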
Starred values were filed as active, the others as inactive; x = no result given. Only part of the results is shown, so the mix of outcomes need not match the whole.

SMILES	HCV NS3 hel inh	FID counter	GPR7 antag	IMP-1 inhibitor	V1R ag counter	PHOSPHO1 inh	OXTR agonist	GalR3 antag	VIM-2 inhibitor
COCCOC(=O)C1=C(C)OC(N)=C(C(=O)OC)C12C(=O)Nc1ccccc12 (stereo not given)	-2	-8	-11	-3.5	-0.6	2	0.4	0	-2.7
CC/C(=N\Nc1ccccc1)c1c(O)n(C)c(=O)n(C)c1=O	-1	-3	2	1.4	3.6	4	3.1	-5	-0.9
CCC1(CC)C(=O)N(C)C(=O)NC1=NC	-5	-4	-10	-1.9	0.6	15	1.1	-3	-0.3
COCCn1c(-c2ccccc2)cc(C(=O)O)c1C	-2	-4	-3	-1.0	-0.4	x	-0.3	6	1.2
Cc1cccc(OP(N)(=O)Oc2cccc(C)c2C)c1C	-3	-28	-9	-5.2	-0.8	37	0.1	0	-2.0
Cc1cccc(C)c1NC1=NCCCCS1	-1	0	3	-5.1	1.0	38	1.2	-1	-4.1
COc1ccc(CC2c3cc(OC)c(OC)cc3CCN2C)cc1OC (stereo not given)	-2	0	1	-1.8	1.1	-16	0.1	-7	-1.4
Cc1ccc2cc3cc(C(=O)N4CCC5(CC4)OCCO5)oc3nc2c1	-1	-13	5	-1.8	-0.1	-22	-2.6	1	-2.1
Cc1cc(C=C2C(=O)NC(=O)NC2=O)c(C)n1-c1ccncc1	-12	-8	-22	-3.5	0.8	-2	0.3	-3	-2.6
N/C(=N\[N+](=O)[O-])N1CCN(C(=O)c2ccccn2)CC1	31	-6	31	1.7	-0.2	31	-0.1	-9	1.0
CC(=O)OC1N=C(c2ccc(Cl)cc2)c2cc(Br)ccc2NC1=O (stereo not given)	-10	-19	-2	-0.3	0.1	16	2.9	4	1.7
CCNC(=O)NNC(=O)C1CC(c2cccnc2)=NO1 (stereo not given)	-13	-1	-5	-3.2	0.9	12	0.6	-6	-2.8
CNC(=O)Oc1ccc(-c2cn3cc(C)ccc3n2)cc1	11	5	-5	-4.2	0.7	-5	-0.6	3	-1.1
CCCCn1c(=O)c(C(=O)Nc2ccccc2C)c(O)c2ccccc21	10	-8	-6	-5.5	0.4	30	0.5	x	-1.8
O=C1c2ccccc2C(=O)N1Cc1nc2ccccc2c(=O)n1-c1cccnc1	0	-7	-6	0.8	-0.7	38	-0.7	-3	-4.0
CC(C)C(=O)Nc1nnc(CCN(CCc2nnc(NC(=O)C(C)C)s2)[N+](=O)[O-])s1	1	-3	-13	-3.4	0.8	23	0.2	-4	-1.2
Cc1ccc(N2C(=O)NC(=O)C(CCc3ccncc3)(Cc3cccc(Cl)c3Cl)C2=O)cc1 (stereo not given)	3	-3	0	-1.2	3.9	11	-1.8	-1	-1.5
COc1ccc(NC2(C#N)CCCCC2)cc1	3	2	-7	-3.8	1.3	37	1.2	-3	-3.3
CP(C)(=O)CCC(=O)O	-8	1	0	-2.1	0.2	4	0.1	2	-1.9
CCC(C)C12CN3CCN(CC(C)(C3)C1=O)C2 (stereo not given)	-1	-2	-11	-5.7	0.5	12	0.1	0	0.5
CN(C)CCN=Cc1c(O)n(CCC2=CCCCC2)c(=O)[nH]c1=O	2	10	-11	-3.1	0.2	-20	-0.4	-6	-4.8
COc1cccc(CN2CCCCC2c2cccnc2)c1 (stereo not given)	-3	4	-17	-2.0	0.1	29	-1.5	-1	-3.9
Cc1ccc(-n2c(O)c(C=NCCN3CCOCC3)c(=O)[nH]c2=O)cc1	0	-6	-6	-1.8	0.9	12	0.6	-4	-3.5
CC(C)[C@@]1(NC(=O)[C@@H]2C[C@@H]3c4cccc5[nH]cc(c45)C[C@H]3N(C)C2)O[C@@]2(O)[C@@H]3CCCN3C(=O)[C@H](Cc3ccccc3)N2C1=O	-75	4	5	-0.3	1.2	1	0.1	-6	-0.2
O=c1[nH]c(=O)n(Cc2ccccc2)c(O)c1C=NCCCn1ccnc1	4	0	-14	0.9	2.4	4	1.2	-2	-5.6

Continued (two carried over from the part before).
SMILES	HCV NS3 hel inh	FID counter	GPR7 antag	IMP-1 inhibitor	V1R ag counter	PHOSPHO1 inh	OXTR agonist	GalR3 antag	VIM-2 inhibitor
CC(C)[C@@]1(NC(=O)[C@@H]2C[C@@H]3c4cccc5[nH]cc(c45)C[C@H]3N(C)C2)O[C@@]2(O)[C@@H]3CCCN3C(=O)[C@H](Cc3ccccc3)N2C1=O	-75	4	5	-0.3	1.2	1	0.1	-6	-0.2
O=c1[nH]c(=O)n(Cc2ccccc2)c(O)c1C=NCCCn1ccnc1	4	0	-14	0.9	2.4	4	1.2	-2	-5.6
CCOc1cc2c(cc1OCC)-n1cccc1C(c1ccccc1F)NC2 (stereo not given)	-40	15	13	0.4	-0.8	48	0.5	-11	0.3
CC1=C(C(=O)N2CCC3(CC2)OCCO3)C2(CCC(C)CC2)OC1=O (stereo not given)	-1	-5	10	-1.8	-0.5	-17	-0.5	-4	-1.1
Cc1ccc2c(c1Cl)NC(C(=O)O)C1CC(Sc3ccccc3[N+](=O)[O-])C(Cl)C21 (stereo not given)	14	-5	-1	-0.2	-1.1	-98	-0.4	x	1.3
CCC(N)Cc1c[nH]c2ccccc12 (stereo not given)	-1	-4	-5	-0.4	x	27	x	-5	-0.7
NC(=O)Nc1ccc(C(=O)OCC(=O)Nc2ccc(Cl)cc2C(=O)c2ccccc2)cc1	1	-9	-11	-2.6	0.2	23	-1.9	-9	-4.3
Cc1cc(OC(C)C(=O)NCc2cccnc2)c2c3c(c(=O)oc2c1)CCC3 (stereo not given)	7	-34	-12	-2.7	-0.3	18	-1.5	-6	8.4*
O=C1NC(=O)C2(Cc3cc([N+](=O)[O-])ccc3N3CCN(C(=O)c4ccccc4)CC32)C(=O)N1 (stereo not given)	6	-16	-11	-1.6	0.3	23	-0.3	-5	-0.7
O=C1NC(=O)N(c2ccc(F)cc2)C(=O)/C1=C/c1ccc(N2CCOCC2)cc1	11	-5	-5	-3.0	4.2	-23	0.1	-1	-4.3
O=P(Nc1cccc(Cl)c1)(Oc1ccccc1)Oc1ccccc1	-6	-22	-4	-3.0	1.3	10	8.7	-3	-0.4
N[C@@H](Cc1c[nH]c2ccccc12)c1nnc(SCc2ccccc2F)o1	-15	-12	-9	-2.8	0.9	42	2.3	-6	0.6
C=C1N2CCC(CC2)C1(O)c1ccc(C)c(C)c1 (stereo not given)	4	2	-10	-3.4	-1.2	21	2.3	-3	-1.7
CC(CN1CCOCC1)OC(=O)Cc1ccccc1 (stereo not given)	-7	-2	-5	-4.4	0.0	42	0.7	-2	-1.4
CCn1c(C)cc(/C=C2\C(=O)NC(=O)N(c3ccccc3C)C2=O)c1C	7	-27	-2	-1.4	1.4	41	0.8	-6	-0.8
Cc1ccc(-c2nc3ccccc3c(=O)n2-c2ccccn2)cc1	-8	-5	-9	-4.1	0.6	-1	-2.0	7	-3.6
Cc1ccc(-n2c(O)c(C=NCCC3=CCCCC3)c(=O)[nH]c2=O)cc1	-5	-15	-11	-4.4	-0.3	9	-2.2	0	-2.0
COc1cc2c(cc1OC)C(C1c3cc4c(cc3CCN1C)OCO4)OC2=O (stereo not given)	9	-11	7	1.2	-0.3	51	0.1	-3	3.2
Cc1nc2c(-c3ccccc3)c(C)nn2c(C)c1CCC(=O)N1CCC2(CC1)OCCO2	1	-36	6	-2.3	-0.4	-6	-1.0	-6	-1.8
C=CCOc1ccc(CC2C(=O)N(C)C(=O)N(C)C2=O)cc1	9	-7	-23	-1.5	-0.4	-8	-0.9	0	0.3
O=C(NCCN1CCCCC1)c1ccc(Cl)nc1Cl	5	2	-6	-0.9	-0.8	5	1.5	-2	-3.2
COc1cc2c(C(=O)O)c(C)n(C)c2cc1Br	0	-7	17	-2.3	0.2	24	0.1	-5	-0.7
Cc1c(C(=O)Nc2ccccc2)cc(-c2ccccc2)n1CCCN1CCOCC1	-1	0	-9	-2.2	1.3	33	0.0	-3	-3.6
Clc1ccccc1CN1CCNCC1	-9	0	0	-3.4	-0.7	36	0.9	-12	-1.2
Cc1ccc(C2=NN(CCC(=O)N3CCC4(CC3)OCCO4)C(=O)CC2)cc1	-8	-25	-16	-0.7	0.6	-7	-2.2	4	0.0
CCOC(=O)C(=O)NC1CCSC1=O (stereo not given)	2	-4	4	-2.5	-0.1	10	17	-9	-2.8
CCOC(=O)c1ccc(NC(=O)C2C3C=CC(O3)C2C(=O)O)cc1 (stereo not given)	9	10	6	0.4	1.1	-25	1.2	x	0.5

One compound at a time (already shown). Order of values: HCV NS3 hel inh, FID counter, GPR7 antag, IMP-1 inhibitor, V1R ag counter, PHOSPHO1 inh, OXTR agonist, GalR3 antag, VIM-2 inhibitor
O=C1NC(=O)C2(Cc3cc([N+](=O)[O-])ccc3N3CCN(C(=O)c4ccccc4)CC32)C(=O)N1 (stereo not given) across the screens: 6, -16, -11, -1.6, 0.3, 23, -0.3, -5, -0.7
CCOc1cc2c(cc1OCC)-n1cccc1C(c1ccccc1F)NC2 (stereo not given) across the screens: -40, 15, 13, 0.4, -0.8, 48, 0.5, -11, 0.3
NC(=O)Nc1ccc(C(=O)OCC(=O)Nc2ccc(Cl)cc2C(=O)c2ccccc2)cc1 across the screens: 1, -9, -11, -2.6, 0.2, 23, -1.9, -9, -4.3
CCC(N)Cc1c[nH]c2ccccc12 (stereo not given) across the screens: -1, -4, -5, -0.4, x, 27, x, -5, -0.7
Cc1c(C(=O)Nc2ccccc2)cc(-c2ccccc2)n1CCCN1CCOCC1 across the screens: -1, 0, -9, -2.2, 1.3, 33, 0.0, -3, -3.6

The list goes on:
SMILES	HCV NS3 hel inh	FID counter	GPR7 antag	IMP-1 inhibitor	V1R ag counter	PHOSPHO1 inh	OXTR agonist	GalR3 antag	VIM-2 inhibitor
CN=C(SCC(=O)c1cccc(Cl)c1)c1c(O)n(C)c(=O)n(C)c1=O	1	-9	-10	0.3	3.9	46	1.5	-2	-0.9
C#CC[N+]1(C)[C@@H]2CC(OC(=O)C(CO)c3ccccc3)C[C@H]1C(O)C2 (stereo not given in full)	-1	-1	1	-0.5	0.3	x	0.2	-12	0.7
O=c1[nH]c(=O)n(Cc2ccc(F)cc2)c(O)c1/C=N/Nc1ccccc1	10	-18	-14	-2.8	0.8	-45	1.5	-5	-3.4
CCn1ccnc1CN1CCCC(C(=O)c2cc(Cl)ccc2OC)C1 (stereo not given)	13	8	-5	-2.2	5.1	32	6.6	6	-3.5
Cc1ccc(Cn2cc(C=O)c(-c3ccc(F)cc3)n2)cc1	3	-5	22	1.4	-0.3	31	-0.3	-11	0.2
COC(=O)c1cccc(NC(=O)N2C[C@H]3C[C@@H](C2)c2cccc(=O)n2C3)c1	13	-4	9	0.2	1.1	18	0.8	-7	-0.1

Bioassay records: PubChem BioAssay, several laboratories
